Source: PubChem
pAkt inh: inhibitors of Akt phosphorylation; Neuro2A IGF-stimulated pAkt S473 HTRF, 20 min; stronger effect = lower value; 0.32% of 360,000 active; activity change, % for hits at 50 µM; in the data active means activity change below about -80%; inconclusive means mostly about -51% to -80%; further: on the % scale 0 is the no-effect control and ±100 the full control effect
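Neuro2A cells (4,500/well, DMEM with 0.5% FBS) were treated with compound at a single 50 µM final concentration, stimulated with 6 nM IGF for 20 min at 37 °C, and lysed. Phospho-Akt Ser473 was read by HTRF as 665/615 ratio ×10^4.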
aSyn rescue: alpha-synuclein toxicity inhibition in yeast; Yeast expressing alpha-synuclein, growth rescue, BacTiter-Glo, 24 h; Potency, µM (top dose mostly 46.1 µM), inactives show top-dose growth rescue (activation), hits mostly activators; 0.14% of 370,000 active; AID 652106; further: potency means the concentration at half of the fitted maximal effect; % of control where 0% means no effect; nearly all actives have a fitted effect of over 65% in size
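Galactose-induced alpha-syn yeast (OD600=0.02, raffinose-pregrown) + pinned cpd, 24 hr, 30 deg C; growth by BacTiter-Glo luminescence. Growth restoration scores as activation.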
GLP1R inv ag: acts as inverse agonist at human GLP-1 receptor; P43220; HEK293 GLP-1R CRE-luciferase, luminescence, 24 h; GLP-1R form is constitutively active; Potency, µM (titrated, usually from 38.3 µM), without a hit: at the highest dose activity change, negative = inhibition, most hits filed as inhibitors; 1.6% of 410,000 active; further: potency means the concentration at half of the fitted maximal effect; on the % scale 0 is the no-effect control and ±100 the full control effect; nearly all actives have a fitted effect of over 55% in size
Target sequence (P43220 whole entry, looked up): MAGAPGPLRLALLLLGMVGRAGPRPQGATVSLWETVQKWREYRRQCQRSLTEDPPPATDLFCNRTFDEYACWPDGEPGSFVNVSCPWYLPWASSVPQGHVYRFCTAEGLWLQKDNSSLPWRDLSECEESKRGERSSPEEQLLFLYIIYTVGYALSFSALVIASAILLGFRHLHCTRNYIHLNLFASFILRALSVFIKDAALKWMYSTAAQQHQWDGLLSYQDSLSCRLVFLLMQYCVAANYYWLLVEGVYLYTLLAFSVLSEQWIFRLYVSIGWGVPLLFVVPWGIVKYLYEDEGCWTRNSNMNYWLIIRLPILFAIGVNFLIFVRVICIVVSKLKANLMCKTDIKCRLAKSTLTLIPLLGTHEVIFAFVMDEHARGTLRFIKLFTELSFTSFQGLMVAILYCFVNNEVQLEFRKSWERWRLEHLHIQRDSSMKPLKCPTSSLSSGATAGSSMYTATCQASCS
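Readout was luciferase luminescence, measured 12 min after detection reagent at room temperature. Beforehand, GLP-1R reporter HEK293 cells had sat 12 h, then received compounds for 24 hr at 37 deg C.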
GLP-1R agonist: agonists of human GLP-1 receptor; P43220; HEK293 GLP-1R CRE-luciferase, luminescence, 4-6 h; cells express a hypersensitive GLP-1R form; Potency, µM (top dose mostly 45.6 µM), for the others: at the top dose activation, actives largely listed as activators; 0.007% of 380,000 active; further: potency means the concentration at half of the fitted maximal effect; % of control where 0% means no effect
FUS suppressor: rescues growth of FUS-expressing yeast | S. cerevisiae FUS-expressing, growth rescue, OD600, 24 h | Potency, µM (titrated, usually from 76.6 µM), inactives show top-dose growth rescue (activation), actives largely listed as activators | 0.24% of 390,000 active;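 further: potency means the concentration at half of the fitted maximal effect; plate controls were DMSO vehicle for no effect and reference control for full effect; nearly all actives have a fitted effect of over 55% in size; some results filed as inactive show a strong effect at the top dose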
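Toxicity suppression screen in FUS-yeast. Cells induced with 2% galactose, starting OD 0.005, treated 24hr at 30C with compounds at multiple final concentrations; growth by OD600.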
TDP43 rescue: rescues yeast growth from TDP-43 toxicity; TDP-43 expressing yeast growth rescue, BacTiter-Glo, 24 h; Potency, µM (top dose mostly 46.1 µM), for the others: at the top dose growth rescue (activation), hits mostly activators; 1.8% of 410,000 active; AID 652104; further: potency means the concentration at half of the fitted maximal effect; % of control where 0% means no effect; nearly all actives have a fitted effect of over 50% in size
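Cell-based yeast growth screen: TDP-43 expression induced in galactose, inoculum OD600=0.02 after raffinose pregrowth to mid-log. Read-out BacTiter-Glo luminescence at 24 hr, 30 deg C; inhibition of toxicity seen as signal increase.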
PTHR1 ag: agonists of human PTHR1 parathyroid hormone receptor; Potency, µM (highest dose often 115 µM), for inactives: at the top dose activation, usual class: activators; AID 743266; 0.075% of 410,000 active; HEK293 GP2 PTHR1 cells, GloSensor cAMP luminescence, 1 h; further: potency means the concentration at half of the fitted maximal effect; nearly all actives have a fitted effect of over 55% in size; some results filed as inactive show a strong effect at the top dose; inactives centre near -15; many of its hits are not listed in these tables
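HEK-293-derived GP2 cells expressing PTHR1 and a GloSensor cAMP reporter, 3,000/well, plated overnight, given luciferin plus IBMX (each 0.5 mM as added) for 1 h at 37 °C, then compound for 1 h at 37 °C. Luminescence was read after 15 min at room temperature.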
D3 antag: D3 dopamine receptor (human) antagonism; P35462; D3R cells, DiscoveRx beta-arrestin luminescence, antagonist mode; stronger effect = lower value; max response, negative = inhibition, %; 2.5% of 360,000 active; AID 652054; in the data active means max response below about -50%; inconclusive means no clear call, values can overlap the other calls; further: on the % scale 0 is the no-effect control and ±100 the full control effect; mostly tested at two doses, the higher about 12 µM
Target sequence (P35462 whole entry, looked up): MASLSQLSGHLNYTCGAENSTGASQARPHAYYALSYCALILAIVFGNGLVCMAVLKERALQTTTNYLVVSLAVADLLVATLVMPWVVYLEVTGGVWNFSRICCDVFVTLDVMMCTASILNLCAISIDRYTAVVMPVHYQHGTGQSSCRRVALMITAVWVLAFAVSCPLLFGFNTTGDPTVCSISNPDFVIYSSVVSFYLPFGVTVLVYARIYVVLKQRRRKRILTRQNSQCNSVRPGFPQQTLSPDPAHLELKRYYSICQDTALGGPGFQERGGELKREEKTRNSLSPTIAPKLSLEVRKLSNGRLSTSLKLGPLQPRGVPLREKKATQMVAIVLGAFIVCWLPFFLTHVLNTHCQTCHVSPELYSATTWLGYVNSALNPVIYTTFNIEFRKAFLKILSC
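Cells expressing the human receptor were seeded at 1500 cells/well, incubated overnight at 37 degrees C in 5% CO2, then exposed to library compounds with dopamine controls for 90 minutes at 37 degrees C before luminescent detection.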
Abeta rescue: restores growth of yeast expressing A-beta42 peptide. 0.063% of 410,000 active. yeast expressing A-beta42, growth rescue, OD600, 48 h; response scale: 0% DMSO, 100% iron-clioquinol control. Potency, µM (top dose mostly 46.1 µM), for the others: at the top dose growth rescue, actives largely listed as activators; further: potency means the concentration at half of the fitted maximal effect; nearly all actives have a fitted effect of over 55% in size
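Yeast A-beta toxicity model in growth medium with pinned compounds, 48 h at 30 C; growth read as absorbance at 600 nm. Normalized to FeCl3/clioquinol equimolar mix (positive) and DMSO (negative).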
Active calls of the source: *; i = inactive; ? = inconclusive; / = not tested or not shown; & = joins results of further samples; [ ] = another dose, or the depositor's remark. Unless noted, the call rests on the fitted dose curve; in most records, active means well fitted curve in the direction sought with a large enough effect; inconclusive means small, poorly fitted or top-dose-only effect, or another doubt; inactive means no such curve, though single readings can be large; an effect the other way counts as inactive or inconclusive. Not all compounds are listed; rates above refer to the full screens.

SMILES | pAkt inh | aSyn rescue | GLP1R inv ag | GLP-1R agonist | FUS suppressor | TDP43 rescue | PTHR1 ag | D3 antag | Abeta rescue
CN(C)c1ccc(S(=O)(=O)N(C)C)cc1[N+](=O)[O-] | i | 1% | 4%[7.66 µM] | 8% | -1% | -3%[9.22 µM] | i | -13 | -3%
COc1ccc(Br)cc1CNC(=O)c1cc2n(n1)CCCN(Cc1ccc(C)cc1)C2=O | / | / | ? | / | ? | ? | i | / | 28%
COc1ccc(NC(=O)CCN2CCCCCC2)cc1 | i | 1% | 4% | 7% | -16% | -8% | 14%[57.5 µM] | 0 | -2%
CCc1ccccc1NC(=O)C(CC)Sc1ncnc2c1sc1ccccc12 (stereo not given) | / | / | -3% | / | -11% | 18% | i | / | 6%
COc1ccc([N+](=O)[O-])cc1NC(=O)c1ccc(N(Cc2ccccc2Cl)S(C)(=O)=O)cc1 | i | 1% | 22% | -7% | / | 13% | i | 4 | 3%
CCOC(=O)Cc1cnc(NC(=O)Cn2nnc(-c3ccc(OCC)cc3)n2)s1 | i | 2% | ? | -2% | 2% | ? | -17% | -6 | 14%
CCNc1nc(NC(C)C)nc(SCCOC(=O)c2ccccc2)n1 | i | -16% | 10µM* | ? | 11% | 13µM* | -43%[inhibitor] | 3 | -3%
Cc1ccc(CC(=O)NC2CCCc3ccccc32)cc1C (stereo not given) | i | 3% | ? | 12% | 22% | 22% | -6% | 10 | 5%
CC(=O)Nc1ccc(S(=O)(=O)N2CCc3ccccc3C2CC(=O)O)cc1 (stereo not given) | i | -1% | 11% | -1% | 18% | 9% | -40% | -5 | -18%
COc1cc(C(=O)c2nccc3cc(OC)c(OC)cc23)c([N+](=O)[O-])cc1OC | i | 4% | 215%[activator] | ? | 8% | 0% | -12% | -3 | 9%

Pulled by structure from the entries so far (3):
SMILES | pAkt inh | aSyn rescue | GLP1R inv ag | GLP-1R agonist | FUS suppressor | TDP43 rescue | PTHR1 ag | D3 antag | Abeta rescue
COc1ccc([N+](=O)[O-])cc1NC(=O)c1ccc(N(Cc2ccccc2Cl)S(C)(=O)=O)cc1 | i | 1% | 22% | -7% | / | 13% | i | 4 | 3%
CCc1ccccc1NC(=O)C(CC)Sc1ncnc2c1sc1ccccc12 (stereo not given) | / | / | -3% | / | -11% | 18% | i | / | 6%
COc1ccc(NC(=O)CCN2CCCCCC2)cc1 | i | 1% | 4% | 7% | -16% | -8% | 14%[57.5 µM] | 0 | -2%

Carrying on.
SMILES | pAkt inh | aSyn rescue | GLP1R inv ag | GLP-1R agonist | FUS suppressor | TDP43 rescue | PTHR1 ag | D3 antag | Abeta rescue
CN(C)c1ccc(/C=N/Nc2cccc(C(=O)O)c2)cc1 | i | -11% | -12% | -1% | -18% | 12% | -36% | 1 | ?
CN(CC(=O)Nc1ccc(F)cc1)C(=O)Cn1cnc2ccc(Cl)cc2c1=O | i | -7% | -21% | -8% | 1% | 6% | i | -12 | -17%
Cc1ccc(S(=O)(=O)NCC(=O)N(CC(=O)NCc2ccccc2)CC2CCCO2)cc1 (stereo not given) | i | 1% | -14% | 0% | -35% | -7% | 6% | -25 | -6%[9.22 µM]
COc1cccc2cc(-c3csc(NC(=O)CCC(=O)NCCCN4CCC(C)CC4)n3)c(=O)oc12 | i | -2% | ? | 11% | 7% | 6% | -14% | 0 | -2%
O=C(CSc1nnc2ccccn12)NNC(=O)c1ccccc1F | i | -3% | 5% | -4% | -5% | -6% | i | 9 | -2%
Cc1ccc(O)c(C(=O)CC(=O)c2ccccc2Cl)c1 | i | ? | ? | 8% | 5% | -37%[inhibitor] | -27% | -9 | -38%
CCc1nnc(NC(=O)CCC(=O)N2CCN(c3cc(Cl)ccc3C)CC2)s1 | i | 8% | ? | 3% | 33% | 2% | 0% | 2 | 12%
Cc1cccc(C(=O)Nc2nnc(SCC(=O)Nc3ccc4c(c3)oc3ccccc34)s2)c1 | i | 0% | 5% | -7% | -14% | 22% | -6% | 3 | 14%
O=C(NCCc1ccccc1)C1CCC(CNS(=O)(=O)c2ccccc2)CC1 (stereo not given) | i | -7% | -9%&6% | -4% | 3%&-5% | -11%&-10% | 1%&-97% | -10 | 15%&-6%
CCCCNc1c(-c2cccc(Sc3ccc(OC)cc3)c2)nc2ccccn12 | i | -51%[inhibitor] | ? | -4% | ? | -92%[inhibitor] | -47%[inhibitor] | 14 | -73%[inhibitor]
Cc1cn(-c2ccccc2)c(C)c1/C=N\Nc1nc(N2CCOCC2)nc(N2CCOCC2)n1 | i | 0% | 1% | 1% | ? | 5% | -19% | 38 | -11%
CSc1ccc(S(=O)(=O)N2CCC(C(=O)NCC3CCCO3)CC2)cc1 (stereo not given) | i | -5% | 1% | 0% | -7% | 24% | 0% | 12 | -6%
N#Cc1cccc(N=Cc2c(O)ccc3ccccc23)c1 | i | 13% | 0% | 3% | 10% | -40%[inhibitor] | i | 2 | 18%
COc1cccc(OC)c1C(=O)Nc1nc2c(s1)CCc1ccccc1-2 | / | / | -18% | / | -15% | -3% | i | / | -10%
CCCCC1Cc2[nH]c(=S)[nH]c(=O)c2C(c2cccc3ccccc23)O1 (stereo not given) | i | 4% | 7% | 1% | 7% | ? | -13% | -17 | 1%
COc1cc(NC(=O)c2cc3cc4cc(OC)ccc4nc3o2)cc(OC)c1 | / | / | 8% | / | -7% | 23% | -2% | / | 8%
COc1ccc(C(=O)Nc2c(N)nc[nH]c2=O)cc1 | i | 6% | 12% | 10% | -2% | -1% | i | -2 | 7%
O=C(NCc1ccccn1)c1ccc2ccccc2n1 | i | -2% | 35%[activator] | -4% | -24% | 10% | i | 17 | 12%
C=CCOc1ccc(CN(C)CC(=O)Nc2ccc3c(c2)CCC3)cc1 | i | 3% | ? | 17% | 19% | -12%[9.22 µM] | -4% | -3 | 12%
Cc1ccc(NC(=O)CSc2nc3ccccc3c(=O)n2CCCC(=O)NCC2CCCO2)cc1 (stereo not given) | i | 11% | 0% | -2% | -29% | -6% | i | 2 | -3%
C#CCOc1ccc(/C=C2/C(=O)NN(c3ccccc3)C2=O)cc1OC | i | 13% | ? | -7% | 19% | 4% | -21% | -3 | 10%
CC(C)Oc1cccc(C(=O)C2CCCN(C(=O)c3ccc4c(c3)OCO4)C2)c1 (stereo not given) | i | -8% | ? | 16% | 13% | 2% | 0% | -15 | -6%
Cc1nc(C(=O)NCCO)cc2c1[nH]c1ccccc12 | i | 2% | 11% | 11% | -32% | 23% | i | 3 | 8%
Cc1ccc(C(=O)COC(=O)CCNS(=O)(=O)c2ccccc2F)cc1 | i | 4% | 6% | -7% | -11% | 20% | i | 22 | 2%
COC(=O)c1c(C)oc(C)c1S(=O)(=O)NCc1cccs1 | i | 5% | 4% | 3% | 2% | 14% | -15% | -3 | 3%
COc1ccc(CNC(=O)C2CCN(S(=O)(=O)c3ccc(N4CCCC4=O)cc3)CC2)cc1 | i | 1% | 17% | -4% | -8% | 14% | -37%[inhibitor] | 62 | 7%
CSc1nnc(C2CCN(CC(=O)Nc3ccccc3N3CCOCC3)CC2)n1C(C)C | i | 0% | -4% | 4% | 4% | 0% | -10% | -7 | -5%
COc1ccc(-c2cc(C(C)=O)c(C)n2CCC(=O)Nc2cc(C)ccc2OC)cc1 | / | / | ? | / | ? | ? | i | / | 2%
O=C(NCc1ccc(F)cc1Cl)c1ccc(CSCc2ccccc2Cl)o1 | / | / | ? | / | 17% | ? | -20% | / | 15%
O=C(O)CCCN1C(=O)C2C3CCC(C3)C2C1=O (stereo not given) | i | -2% | 30%[activator] | -1% | -12% | -8% | 0% | -73* | 0%
CCOP(=O)(c1ccccc1)C(O)c1ccccc1 (stereo not given) | i | 4% | 9% | 0% | / | 15% | -21% | 6 | 0%
FC(F)(F)c1cnc(-c2cnc(-c3cccnc3)nc2)c(Cl)c1 | i | -3% | 15%[7.66 µM] | 4% | -3% | -13%[9.22 µM] | i | 9 | -18%
CCCCNC(=O)c1ccc(N2CCOCC2)c(NS(=O)(=O)c2ccc(OC)cc2)c1 | i | 1% | 0% | 10% | 26% | -17% | -14%[57.5 µM] | -9 | -7%
CCS(=O)(=O)Nc1cc(C(=O)OC)ccc1C(=O)OC | i | -12% | 9% | -17% | 30% | -20% | 22%[57.5 µM] | 7 | -17%
COc1ccc(C2C(C#N)=C(N)Oc3cc(N)ccc32)cc1 (stereo not given) | i | 6% | 11% | 18% | 16% | 14% | -22% | 9 | -14%
CCc1nc2ccc(C(=O)NCc3ccc4c(c3)OCO4)cn2c1N(CC)CCOC | i | -1% | 28% | 12% | -4% | 0% | i | 12 | 20%
COc1ccc(C2C(C#N)=C(N)OC3=C2C(=O)CC(C)(C)C3)cc1Cn1cc([N+](=O)[O-])cn1 (stereo not given) | i | -1% | 27% | 16% | 42% | 5% | i | -3 | -7%
O=C1C(c2ccc(F)cc2)N(CCc2ccccc2)C(=O)CN1C1CCCCCC1 (stereo not given) | / | / | 6% | / | -10% | -8% | i | / | 7%

Rewritten with two lines to a compound: 4 of the compounds above
Results follow in this order: pAkt inh | aSyn rescue | GLP1R inv ag | GLP-1R agonist | FUS suppressor | TDP43 rescue | PTHR1 ag | D3 antag | Abeta rescue
> CCc1nnc(NC(=O)CCC(=O)N2CCN(c3cc(Cl)ccc3C)CC2)s1
 : i | 8% | ? | 3% | 33% | 2% | 0% | 2 | 12%
> CN(CC(=O)Nc1ccc(F)cc1)C(=O)Cn1cnc2ccc(Cl)cc2c1=O
 : i | -7% | -21% | -8% | 1% | 6% | i | -12 | -17%
> COc1ccc(CNC(=O)C2CCN(S(=O)(=O)c3ccc(N4CCCC4=O)cc3)CC2)cc1
 : i | 1% | 17% | -4% | -8% | 14% | -37%[inhibitor] | 62 | 7%
> COc1cccc(OC)c1C(=O)Nc1nc2c(s1)CCc1ccccc1-2
 : / | / | -18% | / | -15% | -3% | i | / | -10%
